# Screens (PubChem)
# TcdB GH inh – TcdB glycohydrolase inhibition. P18177. TcdB glycohydrolase enzymatic assay, plate reader. inhibition, % at 9.99 µM. actives 0.24% (n = 350,000). AID 652162; in the data active = inhibition above about 10%
# BH1578 lux ind – induces V. cholerae light production without autoinducers | AID 588436 | actives 0.16% (n = 350,000) | V. cholerae BH1578 lux reporter, luminescence, 6 h | activation, % at 18.7 µM; in the data active = activation mostly above about 9.7%, no sharp cut-off; also: not every result past the cut was called active; inactives centre near 0; reference of the scale not given here
# Rv3671c protease – inhibitors of M. tuberculosis serine protease Rv3671c | P9WHR9 | inhibition, % at 5.96 µM | actives 0.048% (n = 320,000); in the data active = inhibition above about 38%;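 also: extracellular domain of Rv3671c used as enzyme; 0% = enzyme with DMSO and 100% = no enzyme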
# Target sequence (P9WHR9 whole entry, looked up, the tested form may be a part): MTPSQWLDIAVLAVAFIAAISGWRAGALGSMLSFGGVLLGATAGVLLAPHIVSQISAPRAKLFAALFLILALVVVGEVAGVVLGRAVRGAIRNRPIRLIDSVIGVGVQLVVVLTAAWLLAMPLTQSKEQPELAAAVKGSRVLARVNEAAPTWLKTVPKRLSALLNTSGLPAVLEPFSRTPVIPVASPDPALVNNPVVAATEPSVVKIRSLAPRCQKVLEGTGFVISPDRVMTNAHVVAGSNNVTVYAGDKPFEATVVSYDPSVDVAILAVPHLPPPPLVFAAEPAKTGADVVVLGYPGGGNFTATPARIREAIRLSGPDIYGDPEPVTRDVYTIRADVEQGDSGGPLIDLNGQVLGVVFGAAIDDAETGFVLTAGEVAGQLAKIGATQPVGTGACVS
# PfHsp40 yeast – compounds rescuing yeast from Plasmodium falciparum HSP40 toxicity; S. cerevisiae expressing PfHsp40, growth rescue, ATP luminescence; growth rescue, % at 12.5 µM; actives 0.68% (n = 340,000); AID 504582; in the data active = growth rescue above about 28%, passing the limit was not always enough;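 also: yeast W303a lacking pdr1 and pdr3 grown in galactose medium; growth measured after three days at 30 °C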
# VHR inh abs – inhibitors of human VHR1 phosphatase (DUSP3) | P51452 | recombinant VHR phosphatase, pNPP absorbance | inhibition, % at 13.3 µM | actives 0.52% (n = 290,000) | AID 1654; in the data active = inhibition above about 50%; also: some compounds called inactive have numbers as strong as hits
# Target sequence (P51452 whole entry, looked up): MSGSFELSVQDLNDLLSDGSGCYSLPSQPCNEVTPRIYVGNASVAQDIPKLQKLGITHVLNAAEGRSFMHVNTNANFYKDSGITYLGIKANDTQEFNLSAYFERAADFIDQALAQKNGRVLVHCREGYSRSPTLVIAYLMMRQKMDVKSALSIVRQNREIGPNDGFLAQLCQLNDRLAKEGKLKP
# Anthrax LF prot – inhibitors of Bacillus anthracis lethal factor protease; AID 588501; actives 0.12% (n = 360,000); inhibition, % at 10 µM; P15917; multiplex microsphere protease cleavage assay, LF; in the data active = inhibition above about 30%; also: plate controls were buffer without enzyme for full effect and enzyme alone for no effect
# Y pestis TopoI – Y. pestis Topo-I inhibition via cleavage products; activity, % at 10 µM; actives 0.064% (n = 360,000); Y. pestis Topo-I cleavage product accumulation, plate reader; AID 504884; in the data active = activity above about 50%, passing the limit was not always enough; also: inactives centre near 2
# SSB-PriA inh – K. pneumoniae PriA-SSBct interaction inhibition; AlphaScreen SSBct-PriA binding, biotinylated peptide; inhibition, % at 33 µM; actives 0.6% (n = 430,000); in the data active = inhibition mostly above about 37%, no sharp cut-off; inactive = mostly below about 20%;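 also: plate controls were negative control peptide for no effect and reference peptide for full effect; strong numbers were not always called active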
# 3CLpro inhibitor – SARS-CoV 3CLpro protease inhibition. recombinant SARS-CoV 3CLpro, quenched FRET peptide cleavage. inhibition, % at 6 µM. actives 0.14% (n = 290,000). P0C6X7; in the data active = inhibition above about 12%
# MazEF act – activators of E. coli MazEF toxin-antitoxin RNase. P0AE70. FAM/BHQ RNA-DNA oligo cleavage fluorescence, 5 h. activation, % at 20 µM. actives 0.32% (n = 350,000); in the data active = activation above about 50%
# Target sequence (P0AE70 whole entry, looked up): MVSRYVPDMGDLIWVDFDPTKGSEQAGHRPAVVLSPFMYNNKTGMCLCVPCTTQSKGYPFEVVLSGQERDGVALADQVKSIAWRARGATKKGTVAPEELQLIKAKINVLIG
# An asterisk follows results filed as active; i = inactive; · = no result given; & = joins results of further samples. Not all compounds are listed. The share of hits here may be higher or lower than overall.
SMILES,TcdB GH inh,BH1578 lux ind,Rv3671c protease,PfHsp40 yeast,VHR inh abs,Anthrax LF prot,Y pestis TopoI,SSB-PriA inh,3CLpro inhibitor,MazEF act
CCN1CCN(CCCNC(=O)c2cc3sccc3n2CC)CC1,1.1,-0.3,4,-0.5,2,2,-2,5,-3,8
COC(=O)c1c(NC(=O)Cc2cccs2)sc2c1CCCC2,·,i,-14,0.5,10,0,-8,-6,6,-3
CCOC(=O)Cc1nc(-c2ccccc2)n[nH]1,0.7,-1.0,-8,-1.6,-1,-9,3,-4,1,10
Cc1ccc(C2=NN(S(C)(=O)=O)C(c3ccc4nccnc4c3)C2)cc1 (stereo unspecified),0.7,-0.2,-8,0.3,-2,1,4,-3,-4,9
Cc1cc(C)c(CSc2nnnn2-c2ccc(C(=O)O)cc2)c(C)c1,-9.2,-0.5,-7,0.9,2,-10,-4,4,5,-2
O=C(NCC1CCCO1)C1C2C=CC3(CN(Cc4cccs4)C(=O)C13)O2 (stereo unspecified),·,-0.2,-3,0.2,20,-3,-1,-5,-5,-5
Cc1cc(=S)[nH]c2c(C)cccc12,·,-11,5,0.5,7,6,3,-2,2,-4
COc1ccccc1-c1cc(C(=O)Nc2sc3c(c2C#N)CCC(C)C3)c2ccccc2n1 (stereo unspecified),·,i,-1,1.2,-12,0,1,-9,-3,2
O=C(NNC(=O)c1cc(-c2ccc(Cl)cc2Cl)nc2ccccc12)Nc1ccccc1,·,4.5,-35,0.3,6,-1,9,-9,4,2
COCCNC(=S)N1C2CCC1CC(NC(=O)NC13CC4CC(CC(C4)C1)C3)C2 (stereo unspecified),·,i,-1,-0.2,16,2,3,5,-1,1
CC(O)CCC(=O)NCCNC(=O)CCC(C)O (stereo unspecified),·,3.1,2,0.0,17,-4,3,-7,2,2
O=C(NC(=S)Nc1nc(-c2ccccc2)cs1)c1cccs1,0.2,-0.4,-5,-0.6,-2,-2,-5,-14,-2,2
Nn1c(-c2ccco2)n[nH]c1=S,·,i,-13,0.0,22,0,-1,-11,-3,2
COc1ccc(C(=O)C2CCCN(C(=O)Cn3cncn3)C2)cc1OC (stereo unspecified),0.8,-2.6,-6,0.5,38,-3,-2,-6,-3,7
O=C1OC(N2C(=O)CC[C@H]2C(=O)Nc2ccc(F)c(F)c2)c2ccccc21 (stereo partly specified),-0.3,-0.3,0,-1.1,33,-4,-6,1,-6,-4
Cc1c(Br)c([N+](=O)[O-])nn1CC(=O)Nc1ccc2nc3n(c(=O)c2c1)CCCC3,2.4,-0.3,0,0.4,2,9,0,7,3,3
c1cc2c3c(cccc3c1)-c1cnccc1-2,-0.4,i,·,-0.2,·,6,0,-25,·,-4
c1ccc2sc(N3CCOCC3)nc2c1,·,-1.0,5,0.8,26,-3,0,-16,-3,-7
COC(=O)c1ccc(C2c3[nH]c4ccccc4c3C[C@H]3C(=O)N(C)CC(=O)N23)cc1 (stereo partly specified),1.4,0.5,-10,0.0,13,-15,-5,1,-2,-1
CC1(C(=O)O)CCCN(C(=O)c2ccc(F)cc2Cl)C1 (stereo unspecified),0.6,-1.2,·,·,·,-6,3,·,·,·
Cc1cccc(NC(=O)c2nc[nH]c2C(=O)Nc2cc(Br)ccc2F)c1,0.5,i,·,·,·,1,-3,·,·,-50
CCOc1ccc(S(=O)(=O)NCCC(=O)NCC2CCCO2)cc1 (stereo unspecified),0.8,-0.4,-2,0.8,·,1,-3,-1,·,1
Cc1ccc(C)c(N(C(=O)Cc2cccs2)C(C(=O)NC2CCCC2)c2ccc(C)o2)c1 (stereo unspecified),·,i,7,-1.6,13,-3,5,-5,2,9
CCCN(CCC)S(=O)(=O)c1ccc(Cl)c(OC)c1,1.4,-0.3,-3,0.6,12,-10,8,-27,0,5
CNC(=O)Cc1csc2ccc(C)cc12,0.1,i,4,-0.8,-11,-8,3,-14,4,6

# Arranged by count of non-hydrogen atoms (falling): some entries from above
SMILES,TcdB GH inh,BH1578 lux ind,Rv3671c protease,PfHsp40 yeast,VHR inh abs,Anthrax LF prot,Y pestis TopoI,SSB-PriA inh,3CLpro inhibitor,MazEF act
Cc1ccc(C)c(N(C(=O)Cc2cccs2)C(C(=O)NC2CCCC2)c2ccc(C)o2)c1 (stereo unspecified),·,i,7,-1.6,13,-3,5,-5,2,9
Cc1ccc(C2=NN(S(C)(=O)=O)C(c3ccc4nccnc4c3)C2)cc1 (stereo unspecified),0.7,-0.2,-8,0.3,-2,1,4,-3,-4,9
Cc1cc(C)c(CSc2nnnn2-c2ccc(C(=O)O)cc2)c(C)c1,-9.2,-0.5,-7,0.9,2,-10,-4,4,5,-2
CCOc1ccc(S(=O)(=O)NCCC(=O)NCC2CCCO2)cc1 (stereo unspecified),0.8,-0.4,-2,0.8,·,1,-3,-1,·,1
CC1(C(=O)O)CCCN(C(=O)c2ccc(F)cc2Cl)C1 (stereo unspecified),0.6,-1.2,·,·,·,-6,3,·,·,·
Cc1cc(=S)[nH]c2c(C)cccc12,·,-11,5,0.5,7,6,3,-2,2,-4

# Next part:
SMILES,TcdB GH inh,BH1578 lux ind,Rv3671c protease,PfHsp40 yeast,VHR inh abs,Anthrax LF prot,Y pestis TopoI,SSB-PriA inh,3CLpro inhibitor,MazEF act
CCCCn1c(CN2C(=O)c3ccccc3C2=O)nc2ccccc2c1=O,·,0.1,-7,0.3,21,1,2,-4,0,-22
Cc1ccnn1CC(=O)N/N=C/c1c[nH]c2ccccc12,1.5,-0.6,2,0.0,24,-4,-2,·,2,4
O=C(NC12CC3CC(CC(C3)C1)C2)c1ccco1,-0.6,i,-1,0.6,1,-6,-5,-5,-2,2
Cc1cc(C)n(CC(=O)NNC(=O)COc2ccc(Cl)cc2Cl)n1,0.9,i,6,0.5,·,·,-11,-3,·,4
CC(C)(C)C(=O)Nc1nnc(SCC(=O)NC2CCCCC2)s1,0.0,-0.4,0,0.8,-1,6,-6,-17,1,3
Cc1cc(C)nc(N(C#N)Cc2cccc([N+](=O)[O-])c2)n1,·,-0.3,-1,0.3,-2,1,1,-7,4,1
CCN1C(=O)C(O)(CC(=O)c2ccccn2)c2ccccc21 (stereo unspecified),·,·,2,-1.0,2,2,3,-8,5,3
COc1ccc(NC2=NCCCS2)cc1OC,-0.6,-0.9,6,-0.1,6,-1,4,3,3,3
O=C(COc1ccccc1)N1c2ccccc2Sc2ccccc21,0.9,-0.3,-5,1.8,0,-5,3,-12,0,-14
CC1(C(=O)Nc2ccc(F)cc2F)CCN1C(=O)Cc1ccccc1 (stereo unspecified),-3.7,-1.6,·,·,·,-1,2,·,·,·
Cc1nc2ccccc2nc(C)c1=NOCc1cccc(F)c1,-0.4,-0.3,0,-0.3,-3,-6,16,-21,4,-1
Cc1c(F)cccc1NC(=O)CCC(=O)O,·,i,-2,-0.3,-14,-7,-1,-2,8,-2
Cc1ccccc1-c1cc(-c2ccccc2O)n[nH]1,·,i,-5,-0.3,11,-3,-1,-3,9,13
Cc1sc(NC(=O)C2CSC3(C)CCC(=O)N23)nc1-c1ccccc1 (stereo unspecified),-3.5,i,3,0.6,·,6,3,10,·,-13
COc1cccc(N2C(=O)C3CC=C(Cl)CC3C2=O)c1 (stereo unspecified),·,-1.0,-5,-1.2,3,0,-12,1,2,-7
O=C(NNC(=S)NC1CCCCC1)c1ccccc1Br,1.6,-0.2,-5,5.3,-18,-5,3,0,8,4
CC(=O)C1=CN(Cc2ccccc2)CCC1=O,0.5,i,·,-0.9,·,-3,2,-6,·,-6
O=C(Cc1c(O)c2ccccc2[nH]c1=O)NCc1ccc(F)cc1,·,i,-5,-0.1,5,0,-10,-10,2,10
COc1ccc(/C=C2\SC(=O)N(CC(=O)Nc3ccc(F)cc3)C2=O)cc1O,0.9,-0.9,-5,0.4,9,-4,1,-17,0,17
COc1cccc(C(c2sc3nc(C)nn3c2O)N2CCC3(CC2)OCCO3)c1 (stereo unspecified),1.9,-0.7,-4,-0.8,23,1,9,-17,-3,4
COc1ccc(Cl)cc1NC(=O)C1CC(c2ccccc2Cl)=NO1 (stereo unspecified),1.5,0.3,·,·,·,-5,-3,·,·,4
O=C(c1ccccc1SCc1ccc(F)cc1)N1CCOCC1,-0.9,-1.6,-1,-0.2,30,-1,10,-9,-1,9
COc1ccc(CNc2ncc(-c3ccc(F)cc3)n2C)c2ccccc12,0.3,-0.2,9,0.5,15,-14,-4,26,-2,24
Cc1c(C(=O)N2CCN(c3ccc([N+](=O)[O-])cc3)CC2)oc2ccccc12,0.2,i,7,0.0,·,-6,18,2,·,-1
O=C(CCCCl)NC(=S)Nc1ccc(N2CCOCC2)cc1,-1.4,0.4,2,-1.0,-10,·,-7,6,4,7
SMILES,TcdB GH inh,BH1578 lux ind,Rv3671c protease,PfHsp40 yeast,VHR inh abs,Anthrax LF prot,Y pestis TopoI,SSB-PriA inh,3CLpro inhibitor,MazEF act
O=C(NCCO)c1cc([N+](=O)[O-])cc2c1C=Cc1ccccc1O2,0.9,2.0,1,-0.2,2,-2,7,5,5,8
COCC(=O)Nc1ccc([N+](=O)[O-])cc1OC,-0.5,-0.4,8,-0.5,-4,-1,-4,-9,-4,-12
CCCCn1c(=S)[nH]c2ccccc2c1=O,·,-0.3,0,0.7,5,-3,-1,-9,3,0
CCS(=O)(=O)c1ccc2c(c1)N(S(=O)(=O)c1ccc(C)cc1)CC(C(=O)O)O2 (stereo unspecified),0.1,-0.5,0,0.0,6,-1,-6,-6,4,-9
Cc1ccc(OC(=O)N(C)C[C@@H]2OCc3cnnn3CCCC(=O)N([C@H](C)CO)C[C@@H]2C)cc1,1.3&0.0&-0.7,-0.5,·,·,·,-6,-2,·,·,0
CCCCNc1ccc2c(c1)C1CC2CCN1C(=O)OCc1ccccc1 (stereo unspecified),2.1,3.1,·,-0.3,·,-6,25,-2,·,-20
COc1ccc(C(=O)NC(C)Cc2c[nH]c3ccccc23)cc1 (stereo unspecified),2.6,-5.3,·,·,·,-3,-8,·,·,-4
O=C(c1ccccc1S(=O)(=O)NCc1ccccc1)N1CCCC1,1.1,-0.5,7,-1.9,4,-7,1,-12,·,2
CCOCCCN(C)C1CCN(C(=O)c2oc3ccccc3c2NC(=O)COc2cccc(C)c2)CC1,0.9,-0.4,-2,-0.1,10,-2,8,12,1,6
COc1cccc(NC(=O)Nc2nnc([C@@H]3C[C@H](O)[C@@H](CO)O3)s2)c1,-0.4,i,·,·,·,1,-2,·,·,·
Cc1c(C(=O)N2CCc3ccccc3C2)oc2ccc(S(=O)(=O)N3CC(C)CC(C)C3)cc12 (stereo unspecified),-3.2,-0.7,-22,-0.5,4,-2,27,15,-2,-2
S=C(Nc1ccc(Cl)cc1)c1nc2ccccc2[nH]1,·,0.1,-8,5.5,2,-1,-8,21,3,12
O=C1CC(c2ccc(Cl)cc2)n2nc(N3C(=O)c4ccccc4C3=O)nc2N1 (stereo unspecified),·,-0.2,-4,-0.3,-23,3,3,0,0,-2
O=C(NCc1ccccc1)/C(=C/c1ccco1)NC(=O)c1ccco1,0.2,i,7,1.1,12,-2,1,0,1,-1
COC(=O)[C@]1(C)N[C@H](c2ccc(-c3ccc(OC)cc3)cc2)[C@@H]2C(=O)N(C)C(=O)[C@@H]21,-1.0,1.2,-4,0.2,·,-4,-5,-22,·,-4
O=C(c1cc(Br)c[nH]1)N1CCCCC1,0.2,-1.6,-4,-1.3,21,4,2,-11,-2,2
C=CCNC(=O)c1c(CSc2ccc(F)cc2)noc1C(=O)NCCC,0.8,i,-4,-0.5,·,-2,-1,-12,·,-2
COc1ccc(S(=O)(=O)NC(N)=NCCc2ccc(OC)c(OC)c2)cc1,0.5,·,0,·,26,·,·,·,6,·
COc1ccc2c(CC(=O)N3CCc4ccccc43)coc2c1,·,3.0,-5,6.3,46,-1,3,-12,2,10
CC(=O)c1c(C)[nH]c(C(=O)OCC(=O)N2CCN(c3ccccc3)CC2)c1C,1.1,-1.3,·,·,·,-5,-5,·,·,3
CCOC(=O)C1CN(S(=O)(=O)c2ccc(OC)cc2)c2cc(CC(=O)OC)ccc2O1 (stereo unspecified),·,-0.1,-19,0.0,21,-4,26,-8,-3,-1
